Assay outcomes as filed in PubChem.
Scp1 inh: Scp-1 phosphatase inhibitors, primary screen, biochemical, colorimetric, uHTS. Carboxy-terminal domain RNA polymerase II polypeptide A small phosphatase 1 (Homo …. Recombinant Scp1, phosphopeptide, malachite green phosphate absorbance. inhibition, % at 20 µM. 340,000 compounds, 0.88% hits;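 active means inhibition above about 50% at 20 µM, limit read from the data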;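 further: plate controls were DMSO wells with enzyme for no effect and wells lacking enzyme for full effect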
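Incubation: 45 min enzyme reaction at room temperature / System: truncated SCP-1 phosphatase (76-261aa) / Reagent: Phospho 17-mer peptide substrate / Buffer or medium: Acidic Tris acetate buffer with magnesium and detergent / Signal: absorbance at 630 nm / Doses: one concentration, 20 µM, with 1.0% DMSO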
DNMT1 inh: human DNMT1 methyltransferase inhibitors, primary screen, biochemical, molecular beacon, fluorescence, HinP1I cleavage, uHTS. inhibition (reported as % activation of signal), % at 10 µM. DNA (cytosine-5)-methyltransferase 1 (Homo sapiens), P26358. 360,000 compounds, 0.83% hits. AID 588458, 2011; in the data active means inhibition above about 50%
SUMO1-SIM PPI: modulators of SUMO1 protein-protein interactions, primary screen, biochemical, uHTS; Small ubiquitin-related modifier 1 (Homo sapiens), P63165; 360,000 compounds, 0.33% hits; inhibition, % at 20 µM; SUMO1 binding to a labelled peptide, TR-FRET, 1 h; in the data active means inhibition above about 37%
Target sequence (P63165 whole entry, looked up): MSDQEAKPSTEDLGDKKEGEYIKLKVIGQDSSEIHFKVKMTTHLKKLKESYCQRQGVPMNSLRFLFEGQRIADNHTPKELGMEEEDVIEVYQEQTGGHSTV
STEP inh: STEP phosphatase inhibitors, primary screen, biochemical, fluorescence intensity, uHTS | inhibition, % at 20 µM | recombinant STEP, OMFP fluorogenic substrate | Tyrosine-protein phosphatase non-receptor type 5 (Homo sapiens), P54829 | 360,000 compounds, 0.25% hits;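 active means inhibition at 20 µM, scaled per plate between control wells, above about 37%, limit read from the data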;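 further: 0% = DMSO with enzyme and substrate and 100% = substrate only without enzyme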
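Measure: Control-normalized % inhibition with plate pattern correction | Test system: STEP phosphatase, cell-free reaction | Medium: pH 6.0 Bis-Tris with DTT and Tween 20 | Technique: Fluorescence, 480/540 nm | Times: Reaction 20 min, ambient temperature | Doses: Single compound dose of 20 µM, 1% DMSO final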
MLLE-PAM2 inh: inhibitors of PABP1 MLLE–PAM2 peptide binding, primary screen, biochemical, fluorescence polarization, FITC-PAM2, GST-MLLE; Polyadenylate-binding protein 1 (Homo sapiens), P11940; inhibition, % at 20 µM; 360,000 compounds, 0.36% hits; AID 588489, 2011; in the data active means inhibition above about 35%, passing the limit was not always enough;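 further: plate controls were DMSO wells with GST-MLLE for no effect and wells lacking GST-MLLE protein for full effect; some results filed as inactive read as strong as hits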
Target sequence (P11940 whole entry, looked up): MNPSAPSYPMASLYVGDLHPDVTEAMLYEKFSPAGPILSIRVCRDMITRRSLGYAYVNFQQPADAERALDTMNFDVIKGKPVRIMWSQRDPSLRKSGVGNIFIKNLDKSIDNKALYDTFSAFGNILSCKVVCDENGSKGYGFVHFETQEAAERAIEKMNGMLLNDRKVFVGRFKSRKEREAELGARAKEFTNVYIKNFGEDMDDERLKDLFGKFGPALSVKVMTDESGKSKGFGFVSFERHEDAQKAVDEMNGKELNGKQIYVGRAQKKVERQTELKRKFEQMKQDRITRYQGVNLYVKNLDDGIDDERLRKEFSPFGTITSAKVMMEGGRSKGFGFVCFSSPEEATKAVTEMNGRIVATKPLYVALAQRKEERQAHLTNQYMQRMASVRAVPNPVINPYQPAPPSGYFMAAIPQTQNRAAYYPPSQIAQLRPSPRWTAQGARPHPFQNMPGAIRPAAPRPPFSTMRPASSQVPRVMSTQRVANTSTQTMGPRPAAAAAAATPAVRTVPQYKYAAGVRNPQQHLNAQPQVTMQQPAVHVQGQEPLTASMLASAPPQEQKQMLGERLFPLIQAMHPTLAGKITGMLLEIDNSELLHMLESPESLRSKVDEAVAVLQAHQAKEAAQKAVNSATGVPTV
Tb MetRS inh: T. brucei MetRS inhibitors, primary screen, biochemical, luminescence; methionyl-tRNA synthetase (Trypanosoma brucei brucei); purified T. brucei MetRS, ATP depletion, Kinase-Glo luminescence; inhibition, % at 11.9 µM; 360,000 compounds, 0.4% hits;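 active means inhibition above a per-plate cutoff of the control wells' mean inhibition plus 3 SD, cut at about 5.5% in these data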;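 further: 0% = DMSO wells median and 100% = median of wells with control inhibitor compound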
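Dosing: 11.9 µM single point; system: parasite MetRS enzyme; technique: luminescence of leftover ATP; times: 15 min enzyme-compound preincubation, 2 h reaction, 10 min detection, 25 °C; replicates: each compound tested once; read-out basis: percent inhibition relative to median high and low control wells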
CSN inh: inhibitors of CSN-mediated cullin deneddylation, primary screen, biochemical, fluorescence polarization, uHTS | Purified CSN, SCF-Nedd8-OG deneddylation | 360,000 compounds, 0.38% hits | COP9 signalosome complex subunit 5 (Homo sapiens), Q92905 | AID 651999, 2013 | inhibition, % at 12.5 µM;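 active means pattern-corrected inhibition above about 35%, with an unprinted fluorescence ratio check between 0.5 and 1.5, limit read from the data, passing the limit was not always enough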;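 further: 0% = enzyme with substrate and 100% = substrate without enzyme; some results filed as inactive read as strong as hits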
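Assay system: purified human Csn5 enzyme expressed in HEK293T cells; Input: 0.24 nM Csn5 enzyme, final concentration; Reagent: 10 nM SCFSkp2-Nedd8OG; Compound dosing: 12.5 µM single point; Times: reaction 90 min, room temperature; Technique: fluorescence polarization readout.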
LMPTP block: LMPTP phosphatase inhibitors, primary screen, biochemical, fluorescence intensity, uHTS | inhibition, % at 20 µM | 360,000 compounds, 0.22% hits | AID 651560, 2012 | recombinant LMPTP-A, OMFP fluorogenic substrate | Low molecular weight phosphotyrosine protein phosphatase (Homo sapiens), P24666;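 active means compounds that cut the enzyme signal by at least half of the control window in the single-dose screen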;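 further: plate controls were DMSO wells with enzyme plus substrate for no effect and substrate without enzyme for full effect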
Target sequence (P24666 whole entry, looked up): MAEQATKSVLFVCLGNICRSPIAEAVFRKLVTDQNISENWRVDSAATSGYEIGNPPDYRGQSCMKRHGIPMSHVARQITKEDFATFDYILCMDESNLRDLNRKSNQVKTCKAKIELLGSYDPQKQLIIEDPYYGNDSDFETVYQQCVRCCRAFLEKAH
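Assay system: LMPTP-A enzyme. Input: 0.625 nM LMPTP-A final. Probe or stimulus: 400 µM OMFP. Compound dosing: single 20 µM dose. Schedule: 50 min dark incubation at room temperature. Detection: fluorescence intensity of OMFP turnover product. Read-out: percent inhibition versus substrate-only and uninhibited controls. Benchmarks: no-enzyme low control, uninhibited high control.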
NadD block: inhibitors of S. aureus NadD, primary screen, biochemical, colorimetric, uHTS. inhibition, % at 20 µM. purified NadD enzyme, colorimetric absorbance read-out. Nicotinate-nucleotide adenylyltransferase NadD (Staphylococcus aureus N315). 360,000 compounds, 0.78% hits; in the data active means inhibition above about 26%; further: some compounds past the cut are filed as inactive
Rpn11 block: Rpn11 (PSMD14) deubiquitinase inhibitors, primary screen, biochemical, fluorescence polarization, uHTS; 360,000 compounds, 0.59% hits; human 26S proteasome, Ub4-pepOG fluorescence polarization; 20S core pre-blocked with epoxomicin; AID 588493, 2011; 26S proteasome non-ATPase regulatory subunit 14 (Homo sapiens), O00487; calls only at 20 µM;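 active means inhibition at 20 µM, scaled to each plate's controls, above about 33%, limit read from the data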
Starred values were filed as active, the others as inactive; i = inactive; / = not tested or not shown.

SMILES	Scp1 inh	DNMT1 inh	SUMO1-SIM PPI	STEP inh	MLLE-PAM2 inh	Tb MetRS inh	CSN inh	LMPTP block	NadD block	Rpn11 block
Cc1ccc(NS(=O)(=O)N2CCCCC2)cc1	-10	-2	1	0	-10	-0.2	-2	0.0	0	i
CS(=O)(=O)N(Cc1ccccc1)c1ccccc1C(=O)Nc1ccccc1C(=O)NCc1ccco1	-9	-1	1	-1	-4	0.1	-5	1.7	-6	i
Cc1n[nH]c(C)c1CCC(=O)N/N=C/C=C/c1ccccc1	7	3	-15	-1	-7	-0.6	4	-2.1	-6	i
C/C(=N\Nc1ccc(C(F)(F)F)cn1)c1ccncc1	-1	4	-3	0	2	-0.8	1	-1.5	-9	i
CC(C)NC(=O)c1ccccc1-c1ccccc1	-5	4	0	-1	19	-1.6	-2	-2.1	-1	i
CC(C)CNC(=O)c1cccc(C(=O)NCC(C)C)c1	-8	0	1	-1	6	-0.1	-5	-1.6	-12	i
COc1ccc(-n2c(=O)[nH]c3cc(C(=O)NCCc4ccccc4)ccc3c2=O)cc1OC	-7	-2	3	0	-4	-1.0	1	-1.4	2	i
CC(NC(=O)CNC(=O)c1ccccc1F)c1ccc(-n2ccnc2)cc1 (stereo not given)	8	4	0	-2	-8	-0.3	1	-1.1	-1	i
Cc1ccc([N+](=O)[O-])cc1NC(=O)C(C)NS(=O)(=O)c1ccc(F)cc1 (stereo not given)	-3	-1	-12	1	0	-0.9	1	-0.1	-4	i
CCC(C)NC(=O)COC(=O)c1cc([N+](=O)[O-])ccc1Sc1nc(C)cs1 (stereo not given)	3	5	-21	1	-12	-0.2	-4	-0.7	-2	i
Nc1c(C(=O)N2CCOCC2)sc2nc3c(cc12)CCC3	1	1	-9	-1	6	-0.5	3	-1.1	2	i
C[C@@H]1CN([C@@H](C)CO)C(=O)c2cc(NS(=O)(=O)c3cccs3)ccc2O[C@H]1CN(C)Cc1ccc(C(F)(F)F)cc1	-1	9	2	-1	-17	-0.2	-1	-1.1	1	i
O=C(N/N=C/c1cc([N+](=O)[O-])cc([N+](=O)[O-])c1O)C(O)(c1ccccc1)c1ccccc1	-7	0	-5	2	-3	-0.1	2	1.7	12	i
Cc1noc(C)c1S(=O)(=O)N1CCC(C(=O)NCCCN2CC(C)CC(C)C2)CC1 (stereo not given)	-2	0	-1	-2	-4	-0.3	-18	-2.0	1	i
Cc1cccc(/C(N)=N/OC(=O)c2ccco2)c1	3	-1	0	1	-1	-1.2	2	-0.9	-6	i
Cc1cccc(C(=O)N2CCCC(Nc3ccc(C(C)C)cc3)C2)n1 (stereo not given)	-5	0	10	-1	6	0.0	-3	-1.9	-3	i
CN1CCN(C(=O)c2cc(COc3c(F)cccc3F)on2)CC1c1ccccc1 (stereo not given)	-1	-2	-1	2	9	-0.7	-10	-0.4	-3	i
S=C(NCc1ccccn1)Nc1ccc(Cl)cc1	8	-2	-6	4	-13	0.8	-3	-3.9	3	i
Nc1cc(=O)[nH]c(SCC(=O)NCC2CCCO2)n1 (stereo not given)	-4	2	-2	-1	7	-0.1	4	-1.0	0	i
CCN(c1ccccc1)S(=O)(=O)c1ccc(Oc2ccc([N+](=O)[O-])cc2)nc1	-11	1	2	1	7	-0.3	-4	2.6	-5	i
Cc1c(NC(=S)NCc2ccc(F)cc2)cccc1[N+](=O)[O-]	-11	-2	-2	3	5	1.6	1	-1.2	-5	i
Cc1ccc2sc(C)[n+](CCCS(=O)(=O)[O-])c2c1	3	2	-4	-2	27	-0.9	-2	-0.2	3	i
CCN1CCN(CCCNC(=O)CCC(=O)N2CCOc3ccc(Cl)cc32)CC1	-1	2	1	1	2	-0.2	-4	-0.5	9	i
CN1C(=O)[C@H]2[C@@H](c3ccc(C(F)(F)F)cc3)N[C@]3(CCCN(Cc4ccc(F)cc4)C3=O)[C@H]2C1=O	/	4	2	2	4	-1.2	0	-1.2	2	i
Cc1cc(Cl)ccc1NC(=O)CSc1n[nH]c(N)n1	-4	3	1	-2	-106	-0.2	1	2.7	-3	i
COc1ccc(CC2(CO)COc3ccccc3C2=O)cc1 (stereo not given)	-9	-1	2	-1	3	-0.2	5	-0.4	-8	i
CC(=O)Nc1ccc(S(=O)(=O)N2CCN(c3nc(C)cc(C)n3)CC2)cc1	-10	2	3	-1	2	-0.1	0	-0.8	0	i
C=CCn1c(SCCC#N)nnc1-c1ccncc1	-3	5	2	-3	11	-0.5	-4	-1.1	3	i
c1ccc(N2CCN(c3cnccn3)CC2)nc1	14	-1	-3	1	-1	-3.1	2	1.5	2	i
Nc1nonc1-n1nnc(C(=O)N/N=C/c2cccc(Cl)c2)c1CN1CCCC1	-4	8	-7	1	5	-0.8	4	0.4	4	i
Cc1ccc2[nH]c(-c3ccccc3)c(CN3CCN(C)CC3)c(=O)c2c1	-8	-4	1	-2	-1	-1.0	-2	-2.0	-2	i
COc1ccc(C2SCC(=O)N2c2c(C)n(C)n(-c3ccccc3)c2=O)c(OC)c1 (stereo not given)	-12	3	-1	-10	5	-0.6	0	-1.1	-4	i
COc1ccc(C(OC(=O)c2ccco2)C(=O)NC(C)(C)C)cc1OC (stereo not given)	2	1	3	-2	9	0.3	-5	-1.0	-3	i
N#CCCN(C(=O)COC(=O)c1ccc2c(c1)NC(=O)CS2)c1ccc2c(c1)OCCO2	-2	6	-1	-6	-18	-1.5	-3	-0.1	2	i
COc1cc(C)c(CN2CCN(c3ncccn3)CC2)cc1C	-9	-3	0	2	2	-0.5	0	-2.0	-1	i
Cn1ncc(Br)c1C(=O)NC1C2CC3CC(C2)CC1C3 (stereo not given)	-2	2	1	-3	7	-1.1	0	-0.5	-3	i
Cc1cccc(N2CCN(C(=O)c3ccc(S(=O)(=O)N(C)c4ccccc4)cc3)CC2)c1C	99*	-5	-4	0	-115	-0.3	1	4.4	6	i
Cc1cc(Br)cn2c(Cc3ccsc3)c(C(C)(C)C)nc12	/	-2	-3	1	112	-0.2	-33	0.7	4	i
CCCC(C)NC(=O)CSc1nc(-c2ccccc2)cn1N (stereo not given)	-5	0	-1	0	11	0.0	-2	-1.7	-4	i
COc1ccc(-c2noc(CN(Cc3nccn3C)C(C)C)n2)cc1	-1	-1	1	-1	-4	-0.1	0	-0.6	-9	i
COc1cc(C=C2CN(C)C(=O)C2=O)ccc1O	/	-9	-49	0	-49	-0.1	2	0.5	-3	i
CCCCNC(=O)CS(=O)Cc1nc(-c2cccc(C)c2)oc1C (stereo not given)	-1	1	3	3	15	-0.7	-1	-0.7	0	i
O=C1N[C@@H](Cc2ccccc2)C(=O)N2[C@H]1C[C@]1(Br)c3ccccc3N(S(=O)(=O)c3ccccc3)[C@H]21	-8	7	5	2	-8	-0.2	2	-0.2	7	i
Cc1ccc(S(=O)(=O)Nc2cccc(C(=O)NCCCN3CCOCC3)c2)cc1F	1	2	0	-3	-8	-0.6	7	-0.5	-4	i
O=C(NC1CC1)c1ccc2c3c(cccc13)CC2	-5	7	-5	0	-2	-0.3	0	-1.4	-8	i
CC(=O)C[C@H]1SC[C@@H](C(C)C)N1S(=O)(=O)c1ccc(C)cc1	/	/	1	/	/	-1.2	-4	-1.9	/	/
O=C(CSc1ncnc2nc[nH]c12)c1ccc2ccccc2c1	4	-7	-21	0	2	0.3	2	1.2	3	i
COc1ccc2c(c1)CC[C@@H]1[C@@H]2CC[C@]2(C)[C@@H](C(C)=O)C[C@@H]12	-8	-2	0	2	2	-0.2	-7	1.0	-14	i

Brought forward from above: two entries; new compounds follow.
SMILES	Scp1 inh	DNMT1 inh	SUMO1-SIM PPI	STEP inh	MLLE-PAM2 inh	Tb MetRS inh	CSN inh	LMPTP block	NadD block	Rpn11 block
O=C(CSc1ncnc2nc[nH]c12)c1ccc2ccccc2c1	4	-7	-21	0	2	0.3	2	1.2	3	i
COc1ccc2c(c1)CC[C@@H]1[C@@H]2CC[C@]2(C)[C@@H](C(C)=O)C[C@@H]12	-8	-2	0	2	2	-0.2	-7	1.0	-14	i
CCC1Oc2ccccc2N(CC(=O)Nc2ccc(OC)cc2OC)C1=O (stereo not given)	3	-3	-2	2	-10	-0.6	-9	-2.5	-7	i
NNC(=S)NC1CCS(=O)(=O)C1 (stereo not given)	3	-4	2	-3	-56	-0.4	-1	-2.2	2	i
COc1ccccc1CCNC(=O)CSc1nnc2ccc(-c3ccncc3)nn12	-6	4	-31	1	-1	-0.7	-4	-1.6	-7	i
Cc1ccc(S(=O)(=O)N2CCN(c3ccccc3)CC2)cc1C(=O)NC1CCCCC1	1	-3	-2	6	0	-0.3	1	1.2	-4	i
COc1ccc(-c2csc(NC(=O)c3ccc(S(C)(=O)=O)cc3)n2)cc1	2	-6	-18	-2	-2	-1.0	9	0.3	4	i
CCn1nc(C(=O)OCC(=O)Nc2nc(-c3ccc(OC)cc3)cs2)c2ccccc2c1=O	-7	-8	-3	-4	-26	-0.8	0	1.0	2	i
Cc1ccccc1-c1noc(CNC(=O)COc2ccccc2)n1	-5	-3	2	-1	-15	-0.3	-2	0.6	-8	i

No enrichment for hits; overall some 3.6% were active at least once.
